mHTT CaM bind: disrupts binding of mutant huntingtin to calmodulin; P42858; AlphaScreen His-mHTT/GST-CaM binding, luminescence; inhibition, % at 15 µM; actives 3.6% (n = 190,000); AID 1671202;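 further: 0% = both proteins with DMSO and 100% = one protein alone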
Pf apPOL inh: Pf-apPOL DNA polymerase inhibition; inhibition, % at 10 µM; actives 0.25% (n = 210,000); Recombinant Pf-apPOL, molecular beacon fluorescence, 1.5 h; AID 1794808
An asterisk follows results filed as active; i = inactive; nt = no result given; & = joins results of further samples. No stated cut-off is given here; in the data, active means inhibition above about 50%; inactive means the rest.

SMILES	mHTT CaM bind	Pf apPOL inh
CN1CCN(S(=O)(=O)c2ccc(Oc3ccc([N+](=O)[O-])cc3)cc2)CC1	-2	-2
NC1(C(=O)O)CCSCC1	nt	-4
OCC1COC(Cn2cncn2)(c2ccc(Cl)cc2Cl)O1 (centres undefined)	-3	3
CCCNC(=O)CCS(=O)(=O)c1cc(Br)cc2c1N(C(=O)CC)CC2	-4	-5
CCOc1ccc2ccccc2c1C(=O)NCC(O)c1cccs1 (centres undefined)	-14	-4
COc1cccc(CN2CCc3c(cc(C(=O)Nc4cc(C)ccc4OC)n3C)C2)c1	86*	-5
CCN1CCn2c(nc3cc(C(=O)NCc4cccc(F)c4)ccc32)C1=O	-4	1
C=C(C)CN(CC)C(=O)c1cc(-c2ccc(Cl)cc2)on1	-32	-1
O=[N+]([O-])c1ccc(CN2CCN(C3CCCCC3)CC2)cc1	5	2
O=C(NCc1ccc2c(c1)OCO2)C1CCN(c2cncnc2N2CCCC2)CC1	11	-1
COc1cccc(C2CC(C(F)(F)F)n3ncc(C(=O)Nc4ccc(C)cc4)c3N2)c1 (centres undefined)	-4	0
Cc1ccc(S(=O)(=O)N2CCN(C)CC2)c(C)c1C	-8	-2
COC(=O)c1ccc2c(=O)n(-c3ccc(C)c(F)c3)c(N3CCSC3)nc2c1	-10	0
CC1CCN(Cc2csc(N3CCN(C(=O)CCCc4ccccc4)CC3)n2)CC1	1	4
O=C1OC(c2ccc([N+](=O)[O-])cc2)=N/C1=C\c1ccco1	-1	0
COC(=O)c1cccc(NC(=O)CCc2cccc3[nH]ccc23)c1	14	0
CC(C)c1ccc(-c2nnc(N)s2)cc1	0	2
NC(=O)C1(N2CCCCC2)CCN(C(=O)CN2CCNCC2)CC1	-7	nt
CCOc1ccc(NC(=O)c2ccccc2Cl)cc1	-4	-6
CC(C)c1cc(=O)n(CC(=O)Nc2cccc3nsnc23)cn1	-4	-5
COc1ccc(C(=O)N2CCc3cn(C)c4cccc(c34)C2)cc1	55*	-2
CC(=O)c1ccc(NC(=O)C2=C(C)C(=O)OC23CCCCCC3)cc1	9	-1
CC(C)C1c2cccn2CCN1C(=O)Nc1ccc(F)c(Cl)c1 (centres undefined)	32	-3
Cc1sc2c(=O)n(C3CC3)cnc2c1C(=O)NC(C)c1ccccc1 (centres undefined)	-3	-4
Cc1ccc(-n2nc3c(c2NC(=O)c2cc([N+](=O)[O-])ccc2Cl)CS(=O)(=O)C3)c(C)c1	2	-11
COc1ccc2oc(=O)c(C(=O)Nc3ccccc3O)cc2c1	10	2
O=C(NCCN1CCN(C(=O)c2cccs2)CC1)c1cc(-c2ccccc2)on1	-5	-8
COc1ccc2nc(N3CCOCC3)cc(C)c2c1	-14	-20
CC1CCc2c(sc(NC(=O)C3CCCO3)c2C(N)=O)C1 (centres undefined)	7	-3
CC(=O)Nc1nonc1N1C(=N)S/C(=C\c2ccc(-c3ccc(F)cc3)o2)C1=O	62*	-3
Cc1ccc(CCN2C(=O)CCC2(C)C(=O)NCc2ccccc2)cc1 (centres undefined)	-8	1
CCc1cc2c(=O)c(-c3ccc4c(c3)OCCO4)coc2cc1OS(C)(=O)=O	-1	0
Cc1ccc(C(=O)Nc2ccc(N(C)C)cc2)cc1C	59*	-9
O=C(O)c1cc(Br)ccc1N=Cc1nc(-c2ccccc2)oc1O	7	-5
O=C(COc1ccc(Cl)cc1)Nc1ccc(S(=O)(=O)N2CCCC2)cc1	-4	-7
Cc1onc(-c2c(Cl)cccc2Cl)c1C(=O)Nn1cnnc1	0	-5
CC(=O)CC[C@H]1CC[C@]2(CCCN(C(=O)c3ccco3)C2)O1	-1	-4
CCOC(=O)C1CCc2sc(NC(=O)COc3ccc4c(c3)C(=O)CC4)nc21 (centres undefined)	-9	-4
COc1ccc(CN2CCN(C(=O)c3ccco3)CC2)cc1	2	-1
CC1CCc2sc(NC(=O)c3ccc(Br)o3)c(C#N)c2C1 (centres undefined)	3	-5
O=C(NCC1CCCO1)C(=O)Nc1ccc(Cl)c(C(F)(F)F)c1 (centres undefined)	2	-1
COc1ccc(NC(=O)c2cccc(C#Cc3ccccc3)c2)cc1	-4	-2
O=C(Oc1ccccc1[N+](=O)[O-])N1CCCCC1	2	-8
Cc1ccc(CCNC(=O)c2ccc3c(c2)NC(=O)C(N2CCCCC2)S3)cc1 (centres undefined)	14	-6
COc1ccc(NC(=O)Cc2c(C(=O)O)[nH]c3ccc(Cl)cc23)cc1Cl	12	-4
NC(=O)c1cc2ccccc2oc1=Nc1ccccc1F	-1	0
CSc1nnc(Cc2nnc(SC)n2-c2ccccc2)n1-c1ccccc1	-16	-2
COc1ccc(OS(=O)(=O)c2cc(S(=O)(=O)Oc3ccc(OC)cc3)c(Cl)s2)cc1	nt	-5
COc1cc(OC)cc(C(=O)Nc2ccc(I)cc2Cl)c1	-7	-4
COc1ccc(C=C2Oc3c(CN4CCN(CCO)CC4)c(O)cc(C)c3C2=O)cc1	20	-16

26 neighbouring entries from above, for reference:
SMILES	mHTT CaM bind	Pf apPOL inh
CN1CCN(S(=O)(=O)c2ccc(Oc3ccc([N+](=O)[O-])cc3)cc2)CC1	-2	-2
NC1(C(=O)O)CCSCC1	nt	-4
OCC1COC(Cn2cncn2)(c2ccc(Cl)cc2Cl)O1 (centres undefined)	-3	3
CCCNC(=O)CCS(=O)(=O)c1cc(Br)cc2c1N(C(=O)CC)CC2	-4	-5
CCOc1ccc2ccccc2c1C(=O)NCC(O)c1cccs1 (centres undefined)	-14	-4
COc1cccc(CN2CCc3c(cc(C(=O)Nc4cc(C)ccc4OC)n3C)C2)c1	86*	-5
CCN1CCn2c(nc3cc(C(=O)NCc4cccc(F)c4)ccc32)C1=O	-4	1
C=C(C)CN(CC)C(=O)c1cc(-c2ccc(Cl)cc2)on1	-32	-1
O=[N+]([O-])c1ccc(CN2CCN(C3CCCCC3)CC2)cc1	5	2
O=C(NCc1ccc2c(c1)OCO2)C1CCN(c2cncnc2N2CCCC2)CC1	11	-1
COc1cccc(C2CC(C(F)(F)F)n3ncc(C(=O)Nc4ccc(C)cc4)c3N2)c1 (centres undefined)	-4	0
Cc1ccc(S(=O)(=O)N2CCN(C)CC2)c(C)c1C	-8	-2
COC(=O)c1ccc2c(=O)n(-c3ccc(C)c(F)c3)c(N3CCSC3)nc2c1	-10	0
CC1CCN(Cc2csc(N3CCN(C(=O)CCCc4ccccc4)CC3)n2)CC1	1	4
O=C1OC(c2ccc([N+](=O)[O-])cc2)=N/C1=C\c1ccco1	-1	0
COC(=O)c1cccc(NC(=O)CCc2cccc3[nH]ccc23)c1	14	0
CC(C)c1ccc(-c2nnc(N)s2)cc1	0	2
NC(=O)C1(N2CCCCC2)CCN(C(=O)CN2CCNCC2)CC1	-7	nt
CCOc1ccc(NC(=O)c2ccccc2Cl)cc1	-4	-6
CC(C)c1cc(=O)n(CC(=O)Nc2cccc3nsnc23)cn1	-4	-5
COc1ccc(C(=O)N2CCc3cn(C)c4cccc(c34)C2)cc1	55*	-2
CC(=O)c1ccc(NC(=O)C2=C(C)C(=O)OC23CCCCCC3)cc1	9	-1
CC(C)C1c2cccn2CCN1C(=O)Nc1ccc(F)c(Cl)c1 (centres undefined)	32	-3
Cc1sc2c(=O)n(C3CC3)cnc2c1C(=O)NC(C)c1ccccc1 (centres undefined)	-3	-4
Cc1ccc(-n2nc3c(c2NC(=O)c2cc([N+](=O)[O-])ccc2Cl)CS(=O)(=O)C3)c(C)c1	2	-11
COc1ccc2oc(=O)c(C(=O)Nc3ccccc3O)cc2c1	10	2

(list continues)
SMILES	mHTT CaM bind	Pf apPOL inh
Cc1cccc(NC(=O)N2CCc3nc(-c4ccc(Cl)cc4)ncc3C2)c1	-3	-2
O=[N+]([O-])c1ccc(Oc2ccc(S(=O)(=O)Nc3ccc4c(c3)OCCO4)cc2)cc1	36	-3
CNc1nccc(N2CCC(CC(=O)NC3CCN(Cc4ccccc4)CC3)CC2)n1	15	-6
Cc1cc(NC(=O)C(=O)NC2CC2)ccc1N1CCCC1=O	6	2
COc1cc([N+](=O)[O-])c(C)cc1NC(C)=O	-4	-1
CC1C=CCC2C(=O)N(c3cc(Cl)ccc3O)C(=O)C12 (centres undefined)	26	-36
COc1ccccc1CN1CCc2nc(Nc3ccc4c(c3)OCCO4)ncc2C1	33	-3
COc1ccc(C(C)NC(=O)c2cn3c(n2)CN(CC(C)C)CC3)cc1OC (centres undefined)	15	-2
c1ccc(-c2nnc(-c3ccc(-n4ccnc4)nc3)o2)cc1	-2	0
O=C(CN1C(=O)/C(=C/c2ccccc2F)Sc2ccccc21)NC1CCCCC1	0	-1
Cc1ccc(OCc2nc3c4c5c(sc4ncn3n2)C(C)(C)NC(C)(C)C5)cc1	1	1
Cc1ccc(OCCCCn2ncc3ccccc3c2=O)c(C)c1	-19	-9
Cc1ccc(-n2ccc(C#N)c2C(=O)NCCN(C)C)c(C)c1	-8	2
COc1cc(NS(=O)(=O)c2ccc(NC(=O)c3ccc(OC)c(OC)c3)cc2)ncn1	7	3
Cc1cccc(N(CC(=O)Nc2ccccc2C(=O)O)S(C)(=O)=O)c1	-1	2
c1cc(CN2CCCC(c3n[nH]c(C4CC4)n3)C2)ccn1 (centres undefined)	-5	-2
O=C(Nc1ccc2c(c1)CN(C(=O)c1ccccc1)CC2)c1ccc(F)c(F)c1	-1	-6
COc1ccccc1NC(=O)CN1CCC(c2nc(-c3cccc(C)c3)no2)CC1	1	0
N#CSCCCCOc1ccc(I)cc1	-111	-47
Cn1nnc(-c2ccc(OCc3ccccc3F)cc2)n1	-12	-2
N#CC1=CN(c2ccc(F)cc2Br)c2cc(F)ccc2S1(=O)=O	-7	0
Cc1ccc(S(=O)(=O)N(CC(=O)Nc2ccc(C(N)=O)cc2)C2CCCCC2)cc1	30	-4
O=C(Nc1ccccc1C(F)(F)F)N1CCC2(CC1)Nc1ccccc1-n1cccc12	36	0
O=C1CC(N2CCN(c3cccc(Cl)c3)CC2)C(=O)N1c1ccc(Br)cc1 (centres undefined)	-1	-3
Cc1coc2c(C)c3oc(=O)c4c(c3cc12)CCCC4	2	1
N#C/C(=C\c1cccc(Br)c1)c1nc(-c2ccc([N+](=O)[O-])cc2)cs1	22	-11
CCN1CCN(C(=O)CCC2CCCN(C(=O)Nc3ccc(C)cc3)C2)CC1 (centres undefined)	35	-6
COc1ccc(C(=O)Oc2ccc3c(c2)OC(=Cc2cc(OC)c(OC)c(OC)c2)C3=O)cc1OC	-1	-14
COc1cccc(/C=c2\sc3nc(-c4cccnc4)nn3c2=O)c1OC	6	0
O=C(c1cc2cn(C3CCCC3)cc2s1)N1CCOCC1	19	-5
COc1ccc(C(=O)Nc2ccc(-c3cc4ccccc4oc3=O)c(C)c2)cc1OC	13	2
COc1cc(SC)ccc1C(=O)Nc1ccc(S(=O)(=O)Nc2nccc(C)n2)cc1	3&3	1&0
CC1(C)CC(=O)C2=C(C1)Nc1nc(SCc3ccccc3Cl)nn1C2c1cccnc1 (centres undefined)	2	1
Cc1cccc(-n2nc(C)c(C(=O)NCc3ccccn3)c2C(C)C)c1	17	-2
S=c1[nH]nc(C2CCCCC2)n1/N=C\c1ccccn1	i	nt
O=C(Nc1ccncc1)c1c(O)c2cccc3c2n(c1=O)CC3	-6	-2
Cc1cccc(C(=O)N2CCCCC2CCN2CCN(C)CC2)c1 (centres undefined)	2	-8
COc1ccc(N2CC(c3nnc(NC(=O)c4ccc(C(F)(F)F)cc4)o3)CC2=O)cc1 (centres undefined)	-6	-3
Cc1cccc(-n2nc3c(c2NC(=O)c2ccccc2[N+](=O)[O-])CSC3)c1C	34	-8
O=C(C(Cl)Cl)N1CCN(C(c2ccccc2)c2ccccc2)CC1	-13	-6
COc1cccc(C(=O)Oc2cc(C)c3c(c2)OC(=Cc2cccnc2)C3=O)c1	8	-3
O=S(=O)(NCC1(CO)CC1)c1ccc2c(c1)CCCC2	5	11
CCSc1nc2c(cc1C#N)CCCC2	-55	-6
COc1ccc2c(c1)CCc1sc(NC(=O)c3cccnc3)nc1-2	6&20	8&-1
O=C1C[N+]2(CCCCC2)CC(Cn2c3ccccc3c3ccccc32)O1 (centres undefined)	0	-4
CN(Cc1nc(-c2ccccc2)cs1)C(=O)NC1(c2ccccc2)CC1	6	-3
COc1ccc(-c2cn3c(C(=O)NCc4cccs4)csc3n2)cc1	10	-3
CCCNC(=O)C1c2ccccc2CC(=O)N1C(C)C (centres undefined)	-14	2
CCOc1ccccc1NC(=O)C1CCN(c2cc(C(=O)N3CCCC3)ccn2)CC1	5	-1
Cc1ccc(C2C(C(=O)c3ccco3)=C(O)C(=O)N2CCN2CCOCC2)o1 (centres undefined)	-5	nt
Additional entries
SMILES	mHTT CaM bind	Pf apPOL inh
CCOC(=O)c1ccccc1NC(=O)N1CC(C)Oc2ccc(C)cc21 (centres undefined)	-47	-3
COCC(=O)N1CCc2cc(-c3csc(C)n3)ccc21	13	4
CCOC(=O)N1CCN(S(=O)(=O)CCCOc2ccc3c(c2)OCO3)CC1	-4	2
CCN1Cc2nnn(Cc3ccc(C)cc3)c2-c2ccccc2S1(=O)=O	-12	-6
COc1ccccc1NS(=O)(=O)c1ccc(Br)c(C(=O)Nc2ccccc2)c1	1&4	-2&5
Cc1cc(Br)ccc1NS(=O)(=O)c1cccnc1	-3	-5
O=C(NCCCN1CCCCCC1)c1ccn2c(-c3ccc(F)cc3)nnc2c1	20	-2
Cc1cccc2nnc(N3CCCC(C(=O)NCc4ccc(C(F)(F)F)cc4)C3)n12 (centres undefined)	18	-7
COc1ccc(C=C2CCCC(=Cc3ccc(OC)cc3)C2=O)cc1	17	-1
COc1ccc(C(O)=Cc2nc3cc(C)ccc3oc2=O)cc1OC	14	-1
Brc1ccc(-c2noc(CSc3nccn3-c3ccccc3)n2)cc1	6	-4
CC(=O)NC(CCS(C)(=O)=O)C(=O)Nc1ccc(OC(F)(F)F)cc1 (centres undefined)	0	5
Cc1ccc(N2C(=O)C3C(C2=O)C2(C)C=CC3(C)O2)c(C)c1 (centres undefined)	4	0
O=C(NC1CCCCCC1)NC1CCCCC1	-5	2
N#Cc1cnc2ccccc2c1N1CCC(C(=O)NCc2ccccc2F)CC1	-7	0

Shown as labelled records: 2 of the compounds above.
O=C(NC1CCCCCC1)NC1CCCCC1
  mHTT CaM bind: -5	Pf apPOL inh: 2

Brc1ccc(-c2noc(CSc3nccn3-c3ccccc3)n2)cc1
  mHTT CaM bind: 6	Pf apPOL inh: -4

From PubChem BioAssay
